Source: PubChem BioAssay
Yfh1-depleted yeast: enhancers of respiration in Yfh1-depleted yeast, dose response, Friedreich's ataxia, plus single-dose screen (AID 1465) | 220,000 tested, 0.074% active | one-dose fold induction at 50 µM; EC50 in µM for titrated hits | S. cerevisiae Yfh1-off respiration, WST-1 reduction, 72 h; higher fold induction means a stronger effect;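 active = fold induction of absorbance versus untreated yeast above a set limit, then at least 30% activation at any dose in follow-up; inconclusive = repeats straddling the limit, or above it without dose testing; inactive = fold induction below the set limit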;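 note: activators that raise dye reduction in frataxin-depleted yeast; strong numbers were not always called active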
Dynein transport: inhibitors of GR-EGFP nuclear translocation, primary screen, dynein cargo transport inhibitor project, imaging, high-content, 3617.4 mouse cells; test concentration mostly 20 µM; stimulated with dexamethasone, 1 µM; stronger effect = lower value; z-score, hits read low; 220,000 tested, 0.47% active; AID 1381, 2008;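 active = plate z-score of nuclear minus cytoplasmic receptor signal below a set negative limit, without overly bright fluorescence or cell loss, cut at about -3.5 in these data, passing the limit was not always enough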;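 note: z-score of nuclear minus cytoplasmic ring GR-EGFP intensity difference per well; some compounds called inactive have numbers as strong as hits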
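Buffer or medium: tet-free, stripped-serum medium; reagent: dexamethasone at 1.0 µM final, 30 min; incubation: 48 h induction, 1 h compound, 30 min dex at 37 °C; measured by: formaldehyde fixation, Hoechst nuclear stain, 10x automated fluorescence imaging; read-out: nuclear-to-cytoplasmic GR-EGFP distribution per well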
Lipid droplet: inhibitors of hepatocyte lipid droplet formation, primary screen, imaging, high-throughput imaging, BODIPY stain. AID 1656, 2009. 240,000 tested, 0.4% active. AML12 mouse hepatocytes, oleate lipid droplets. inhibition, % at 6.5 µM;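 active = lipid droplet intensity inhibited by at least 50%, with more than 500 cells counted; inconclusive = wells with under 300 cells, treated as cytotoxic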
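Assay system: AML12 mouse liver cells | Compound: 6.5 µM single-point dosing | Schedule: Overnight exposure | Technique: Fluorescence imaging, 20x objective, two fields per well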
MT stabilizer: microtubule stabilizers in HeLa cells, primary screen, imaging, high-content imaging | 200,000 tested, 0.83% active | % tubulin-high responders, % at 10 µM | HeLa tubulin immunostaining HCS, 24 h; share of cells brighter than vehicle mean+2SD;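 active = plate Z-score above 3 for both tubulin-high and condensed-nucleus cell shares, with cell loss under 80%, at 10 µM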;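 note: anti alpha tubulin signal scored within the nucleus-defined area of each cell; some results filed as inactive read as strong as hits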
Autophagy mod: autophagy modulators in MEF cells, primary screen, imaging, high-content, MEF GFP-LC3; MEF GFP-LC3 puncta imaging; test concentration mostly 10 µM; calls only at 10 µM (by protocol); 190,000 tested, 0.98% active;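 active = percentage of spot-positive cells more than 3 SD above its plate mean, without a fluorescence outlier flag or 80% toxicity; inconclusive = no clear call, values can overlap the other calls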;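 note: spot-positive cell cutoff set from DMSO-treated cells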
CSM14.1 death rescue: rescue of cells from ER stress-induced death, primary screen, 384-well, CSM14.1, thapsigargin, ATP luminescence (AID 1222); CSM14.1 thapsigargin-induced death rescue, ATP luminescence; higher % means a stronger effect; cellular ATP content (survival), % at 20 µM, or EC50 in µM where a hit was titrated; 190,000 tested, under 10 active;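 active = EC50 below 50 µM in the dose-response confirmation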;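 note: death triggered by thapsigargin at about 15 µM added after 2 h compound pretreatment; cell ATP read after overnight thapsigargin exposure of roughly 18 to 22 hours; normalized against plate controls of thapsigargin alone and 5% DMSO vehicle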
M17LAP inhibition: P. falciparum M17LAP inhibitors, primary screen, biochemical, fluorogenic H-Leu-NHMec substrate, 1536-well (AID 1619); Leucine aminopeptidase (Plasmodium falciparum (isolate 3D7)); recombinant M17LAP, H-Leu-NHMec fluorogenic kinetic assay; higher % means a stronger effect; inhibition, % at 30 µM; hits with a dose series show IC50 in µM; 220,000 tested, 0.38% active;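 active = compound inhibiting the enzyme by more than half at any dose during confirmatory dose-response retesting; inconclusive = strong single-dose inhibitors picked by rank but not retested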;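 note: plate controls were full reaction with DMSO carrier for no effect and no enzyme background for full effect; strong numbers were not always called active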
Ins promoter up: insulin promoter activators in MIN6 cells, imaging, high-content screening, mouse beta cells; z-score at 5 µM; AID 1625, 2009; MIN6 insulin promoter-GFP reporter; stronger effect = higher value; 190,000 tested, 0.3% active;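 active = z-score above 3 at 5 µM with at least 500 cells counted in the well; inconclusive = wells under 500 cells, flagged as cytotoxic or low count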
M1AAP inhibition: P. falciparum M1AAP inhibitors, biochemical, fluorogenic H-Leu-NHMec substrate, 1536-well (AID 1445). Aminopeptidase N (Plasmodium falciparum (isolate 3D7)). recombinant M1AAP, H-Leu-NHMec fluorogenic kinetic assay; higher % means a stronger effect. inhibition, % at 30 µM; hits with a dose series show IC50 in µM. 220,000 tested, 0.42% active;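 active = primary inhibition above the hit cutoff, then over 50% inhibition at one or more dose response concentrations, cut at about 23% in these data, passing the limit was not always enough; inconclusive = conflicting primary data, or primary hits not chosen for dose response; inactive = low primary inhibition, or under 50% at every dose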;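 note: plate controls were DMSO full reaction for no effect and no enzyme background for full effect; strong numbers were not always called active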
Dynein transport cytoplasmic EGFP: recorded beside Dynein transport, whose call it bears; z-score; measured here: cytoplasmic GR-EGFP intensity; stronger effect = higher value
Dynein transport nuclear GR-EGFP: also measured in Dynein transport; calls as there; z-score; measured here: nuclear GR-EGFP intensity;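 lower value marks the stronger effect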
Dynein transport cell count: second read-out of Dynein transport, no call of its own (marks repeat the call); z-score; measured here: cell count per field
Ins promoter up cell count: second read-out of Ins promoter up, no call of its own (marks repeat the call); cell count; measured here: cytotoxicity, nuclei count;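 total cells summed across four imaged fields per well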
Lipid droplet cells 6.5 µM: recorded beside Lipid droplet, whose call it bears; cell count; measured here: cell count, cytotoxicity flag;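 cells counted across two imaged fields per well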
MT stabilizer Hoechst-high %: further read-out of MT stabilizer, marked with its call; % Hoechst-high responders; measured here: nuclear condensation Hoechst responders;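 share of cells brighter than vehicle mean plus two SD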
MT stabilizer cytotoxicity %: recorded beside MT stabilizer, whose call it bears; toxicity, %; measured here: cytotoxicity by cell density;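 0% = mean cell density of plate MIN control wells and 100% = no cells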
Autophagy mod cell loss 18 h: further read-out of Autophagy mod, marked with its call; toxicity, %; measured here: cell loss, nuclei count;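 cell loss after 18 h compound exposure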
An asterisk follows results filed as active; i = inactive; ? = inconclusive; . = not tested or not shown.

Structure,Yfh1-depleted yeast,Dynein transport,Dynein transport cytoplasmic EGFP,Dynein transport nuclear GR-EGFP,Dynein transport cell count,Lipid droplet,Lipid droplet cells 6.5 µM,MT stabilizer,MT stabilizer Hoechst-high %,MT stabilizer cytotoxicity %,Autophagy mod,Autophagy mod cell loss 18 h,CSM14.1 death rescue,M17LAP inhibition,Ins promoter up,Ins promoter up cell count,M1AAP inhibition
CCOc1ccc(NC(=O)CC2C(=O)N(c3cccc(OC)c3)C(=O)N2CCOC)cc1 (centres undefined),i,0.31,-0.13,0.59,-0.65,-1,717,.,.,.,.,.,.,2%,0.53,1047,1%
COC1Cc2ccccc2N(C(=O)N2CCN(CCO)CC2)c2ccccc21 (centres undefined),.,0.28,-0.35,0.2,0.29,.,.,3.9,3.1,6.0,i,8,-2.3%,2%,0.24,1351,6%
COc1ccc(/C=N/NC(=O)Nc2cccc3nsnc23)cc1OC,i,0.51,0.17,0.23,-0.15,14,583,3.2,5.8,4.7,i,-6,-2.3%,3%,-1.3,1150,3%
O=S1(=O)C[C@@H]2N=C(N/N=C/c3ccccc3)S[C@@H]2C1,i,-1.1,-0.21,-0.22,0.51,-3,735,.,.,.,.,.,.,-4%,-0.99,1123,13%
O=S(=O)(CCc1nc2ccccc2[nH]1)c1ccc(Cl)cc1,i,-0.35,-0.27,-0.56,0.072,16,641,2.2,3.2,5.6,i,-12,3.3%,9%,0.43,1159,6%
Cc1ccccc1SCc1noc(C(=O)NC(C)C)c1C(=O)O,i,-0.055,0.16,-0.62,-0.048,.,.,4.0,1.9,7.1,i,-1,4.9%,-4%,3*,1367*,-5%
COc1ccc(-c2ccnc3nc(/N=C/N(C)C)nn23)cc1,i,-0.78,-0.36,-0.34,1,.,.,2.2,2.0,0.8,i,-3,-0.8%,-311%,0.55,1209,10%
CC1CCC2(CC1)NC(=O)N(CC(=O)Nc1nc(-c3ccc(F)cc3)cs1)C2=O (centres undefined),i,-0.78,1.3,0.36,0.44,11,839,2.5,1.6,7.9,i,43,-0.8%,-7%,-0.14,787,5%
COc1ccc(C(=O)NC2CCN(C(=S)Nc3ccccc3C)CC2)cc1,i,-0.52,-0.27,-0.12,0.35,13,683,3.1,1.1,7.6,i,12,-0.9%,0%,0.42,1419,0%
O=C(Cn1ccc([N+](=O)[O-])n1)NCc1cccnc1,i,-0.47,0.17,0.042,0.5,8,677,1.3,1.7,8.5,i,9,0.1%,16%,0.76,1599,4%
O=C1/C(=C/Nc2cccc([N+](=O)[O-])c2)CCc2ccccc21,i,-0.78,-0.3,-0.69,0.47,-5,571,3.9,2.2,6.5,i,7,-0.1%,0%,-0.52,1353,9%
O=C(O)CCCC(=O)N1CC(=O)Nc2ccccc21,i,1.3,-0.29,0.38,0.01,.,.,5.1,3.7,6.5,i,-11,0.0%,-4%,0.6,944,6%
COCc1ccc(CN2CCCC(CO)(Cc3cccc(OC)c3)C2)o1 (centres undefined),i,-0.053,-0.23,-0.0044,0.16,-4,767,.,.,.,.,.,.,9%,-0.11,1074,3%
COc1ccc(-c2nnn(-c3ccc(Cl)cc3Cl)c2N)cc1,i,1.1,-0.15,0.39,-0.85,12,745,.,.,.,.,.,.,-4%,.,.,5%
COc1ccc(NC(=O)C(=O)NCCN2CCN(C(=O)c3ccco3)CC2)cc1,i,0.071,-0.16,-0.35,0.55,5,647,2.3,3.1,3.5,i,9,-0.8%,0%,-0.17,1275,-2%
CC[n+]1c(/C=C/N(C)c2ccccc2)oc2ccc(F)cc21,i,0.43,-0.16,0.45,-0.4,-12,542,4.8,1.3,1.0,i,-1,-2.0%,23%,?,.,2%
O=C1NC(=Nc2ccc(Cl)cc2)SC1Cc1cccc(Cl)c1Cl (centres undefined),.,1.4,-0.12,0.53,-0.88,-3,669,2.6,1.5,3.3,i,13,2.9%,-3%,0.1,1267,1%
Cc1ccc(CS(=O)(=O)Cc2ccc(C(=O)NCC3CCCO3)o2)cc1 (centres undefined),i,-0.65,0.77,-0.11,0.059,.,.,1.7,2.3,12,i,-4,-0.5%,19%,1.2,1470,2%
O=C1/C(=C/c2cccnc2)N=C2CCCCCN12,i,-0.65,-0.35,0.066,1,20,647,5.4,3.4,3.9,i,4,-0.9%,5%,-0.29,1327,3%
CCC(C)NS(=O)(=O)c1ccc(S(=O)(=O)N(CC(=O)Nc2ccccc2)CC2CCCO2)cc1 (centres undefined),i,-0.28,-0.4,-0.033,0.37,7,763,1.2,1.4,4.9,i,-4,-1.8%,19%,-0.27,956,0%
Cc1ccc(S(=O)(=O)N(C)C)cc1NC(=O)COC(=O)c1c(C)noc1C,i,0.31,-0.26,-0.12,-0.23,-1,637,4.9,2.1,1.6,i,0,-3.8%,-5%,-0.12,1286,2%
CCOC(=O)Nc1ccc(OCc2nnc3c4ccccc4c(C)nn23)cc1,i,0.0096,-0.31,0.66,-0.26,-9,568,4.3,3.6,2.1,i,-4,3.6%,-5%,-0.13,1661,10%
O=C(COC(=O)c1cc(-c2cccs2)nc2ccccc12)NC1CCS(=O)(=O)C1 (centres undefined),i,0.97,-0.27,0.52,-0.55,13,707,2.6,0.9,1.9,i,10,-0.4%,-17%,.,.,2%
COc1ccccc1N1CCN(CCNC(=O)Nc2cccc(C)c2C)CC1,.,0.045,-0.2,0.44,0.94,30,719,4.5,3.4,8.3,i,2,0.7%,-6%,0.61,1725,5%
O=C(N/N=C/c1cc(Br)cc(Br)c1O)c1ccncc1,i,0.014,-0.22,0.39,-0.095,1,604,1.9,2.8,17,i,20,1.4%,22%,-1.9,1410,37%
COc1cc(SC)ccc1C(=O)Nc1cc(C)ccn1,i,-0.73,-0.16,-0.19,-0.13,8,643,2.2,1.9,5.4,i,0,-3.7%,-3%,0,1212,-4%
CCCn1c(=O)c(C#N)cn(C2CC2)c1=O,i,0.21,-0.2,0.53,-0.39,-3,684,.,.,.,.,.,.,13%,-0.09,975,1%
Nc1c(C(=O)N/N=C/c2cccnc2)cnn1-c1ccccc1,i,0.87,-0.23,0.078,-0.7,.,.,4.7,2.0,0.8,i,-8,-7.0%,13%,0.05,1288,-2%
O=C1c2oc3ccccc3c(=O)c2C(c2cccs2)N1CCCN1CCOCC1 (centres undefined),i,0.36,-0.22,0.64,-0.6,.,.,2.0,2.4,10,i,-1,-1.4%,10%,-0.47,1528,16%
Cc1ccc(-c2csc(NC(=O)COC(=O)c3cccc(S(=O)(=O)N4CCOCC4)c3)n2)cc1,i,0.44,-0.17,0.37,-0.52,.,.,2.6,1.6,9.1,i,11,-1.9%,7%,-0.24,1450,-1%
O=C(CCC(=O)N1CCN(c2ccccc2F)CC1)c1ccc(F)cc1,i,-0.49,-0.25,-0.28,0.18,22,705,.,.,.,.,.,.,-4%,0.43,1462,-3%
CC(C)(C)c1nc2c(C#N)c(-c3ccc(Cl)cc3)ccn2n1,i,0.29,-0.54,0.47,0.23,17,801,1.2,1.5,5.2,i,-1,-3.4%,-5%,.,.,15%
COC(=O)c1c(NC(=O)/C=C/c2ccc3c(c2)OCO3)sc(C)c1C,i,1.2,-0.24,0.36,-0.67,-27,583,4.4,1.8,1.1,i,7,1.7%,9%,-0.35,1714,-4%
O=C(N/N=C/c1c(Cl)cccc1Cl)c1ccc(F)cc1,i,0.65,-0.18,0.68,0.68,.,.,1.9,3.0,7.6,i,-22,-1.8%,-9%,0,1635,-3%
O=C(CSc1nc2ccccc2n1CCc1ccccc1)N1CCOCC1,i,0.033,-0.23,0.29,-0.11,35,616,3.6,1.9,4.5,i,6,0.6%,14%,-0.32,1469,2%
COc1cc(C)c(C(N)=O)c(OC)n1,i,-0.49,-0.21,0.16,0.5,16,607,3.7,3.2,11,i,-54,.,-6%,-0.28,1215,3%
C=CCOc1cccc(C2/C(=C(/O)c3ccc(C)cc3)C(=O)C(=O)N2CCN2CCOCC2)c1 (centres undefined),i,0.38,-0.17,0.12,-0.43,.,.,1.8,2.0,6.8,i,-3,-1.1%,21%,0.66,1213,-2%
O=C(N/N=C/c1coc2ccccc2c1=O)c1cc2ccccc2o1,i,0.31,-0.2,-0.21,0.051,19,737,3.8,2.1,5.7,i,6,-5.4%,34%,-0.03,1251,0%
Oc1[nH]c2ccccc2c1N=Nc1ccc(F)cc1,i,-0.29,-0.23,-0.35,0.38,12,658,3.0,1.5,3.0,i,3,-0.5%,26%,-0.19,1316,6%
O=c1[nH]c(-c2cccnc2)nc2sc(-c3ccccc3)cc12,i,0.074,-0.29,0.31,0.05,-1,686,20*,33*,68*,i,55,-1.5%,1%,0.6,890,5%
O=C(Nc1ccc2oc(-c3ccccc3F)nc2c1)c1ccco1,i,-0.36,-0.27,-0.16,0.75,8,709,3.3,1.6,5.9,i,35,2.2%,15%,0.31,1521,18%
